Source: PubChem BioAssay
FUS yeast rescue: qHTS for Suppressors of FUS Proteinopathy: Primary screen using FUS-linked yeast assay. S. cerevisiae FUS-expressing, growth rescue, OD600, 24 h. Potency, µM (top dose mostly 76.6 µM), inactives show at the top dose growth rescue (activation), actives largely listed as activators. hit rate 0.24% among 390,000. AID 1347120, 2019;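 note: potency is the fitted concentration of half-maximal effect; plate controls were DMSO vehicle for no effect and reference control for full effect; nearly all actives have a fitted effect of over 55% in size; some results filed as inactive show a strong effect at the top dose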
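Toxicity suppression screen in FUS-yeast. Cells induced with 2% galactose, starting OD 0.005, treated 24hr at 30C with compounds at multiple final concentrations; growth by OD600.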
GLP1R cytotox: qHTS of GLP-1 Receptor Inverse Agonists: Cytotox Screen; HEK293 cAMP-luciferase reporter cells, luminescence, 24 h; Potency, µM (doses to about 38.3 µM), inactives show top-dose activity change, negative = inhibition, most hits filed as inhibitors; hit rate 0.13% among 410,000; AID 624418, 2012;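 note: loss of luciferase light is scored as toxicity; potency is the fitted concentration of half-maximal effect; % is set by controls: 0 for no effect and ±100 for the full control effect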
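Here, cytotoxicity is scored as loss of luminescence. The MLSMR collection was tested on cells seeded in medium containing 10% Nu serum, with a 24 hr compound exposure preceded by 12 hours of culture.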
aSyn rescue: qHTS of alpha-syn Inhibitors; hit rate 0.14% among 370,000; Potency, µM (highest dose often 46.1 µM), without a hit: top-dose growth rescue (activation), usual class: activators; Yeast expressing alpha-synuclein, growth rescue, BacTiter-Glo, 24 h; AID 652106, 2013; note: potency is the fitted concentration of half-maximal effect; % of control where 0% means no effect; nearly all actives have a fitted effect of over 65% in size
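Galactose-induced alpha-syn yeast (OD600=0.02, raffinose-pregrown) + pinned cpd, 24 hr, 30 deg C; growth by BacTiter-Glo luminescence. Growth restoration scores as activation.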
Abeta yeast res: qHTS for compounds that reverse cellular toxicity of Amyloid beta (A-beta) peptide in yeast: Primary Screen; yeast expressing A-beta42, growth rescue, OD600, 48 h; response scale: 0% DMSO, 100% iron-clioquinol control; Potency, µM (highest dose often 46.1 µM), for inactives: at the highest dose growth rescue, hits mostly activators; hit rate 0.063% among 410,000; AID 1347071, 2019; note: potency is the fitted concentration of half-maximal effect; nearly all actives have a fitted effect of over 55% in size
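Yeast A-beta toxicity model in growth medium with pinned compounds, 48 h at 30 C; growth read as absorbance at 600 nm. Normalized to FeCl3/clioquinol equimolar mix (positive) and DMSO (negative).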
Mm-Cpn inhibitor: Inhibitors of TCP-1 ring complex (TRiC) of Methanococcus maripaludis (MmCpn): qHTS. AID 504842, 2011. Potency, µM (top dose mostly 76.9 µM), inactives show top-dose activity, negative = inhibition, actives largely listed as inhibitors. purified Mm-Cpn ATPase, ADP Transcreener TR-FRET. Chaperonin Mm-Cpn (Methanococcus maripaludis). hit rate 0.031% among 330,000; note: potency is the fitted concentration of half-maximal effect; % is set by controls: 0 for no effect and ±100 for the full control effect; nearly all actives have a fitted effect of over 80% in size
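ATPase turnover read by TR-FRET ADP competition (Eu cryptate antibody/ADP-d2, 665/590 nm): 10uM ATP final, 25nM Mm-CPN final, 30 min 37degC after 10-min compound preincubation, pH 7.4 Tris/KCl/MgCl2/DTT buffer.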
GLP1R inv ag: qHTS of GLP-1 Receptor Inverse Agonists (Inhibition Mode). Glucagon-like peptide 1 receptor (Homo sapiens), P43220. HEK293 GLP-1R CRE-luciferase, luminescence, 24 h; GLP-1R form is constitutively active. Potency, µM (titrated, usually from 38.3 µM), inactives show top-dose activity change, negative = inhibition, actives largely listed as inhibitors. hit rate 1.6% among 410,000. AID 624417, 2012; note: potency is the fitted concentration of half-maximal effect; % is set by controls: 0 for no effect and ±100 for the full control effect; nearly all actives have a fitted effect of over 55% in size
Target sequence (P43220 whole entry, looked up): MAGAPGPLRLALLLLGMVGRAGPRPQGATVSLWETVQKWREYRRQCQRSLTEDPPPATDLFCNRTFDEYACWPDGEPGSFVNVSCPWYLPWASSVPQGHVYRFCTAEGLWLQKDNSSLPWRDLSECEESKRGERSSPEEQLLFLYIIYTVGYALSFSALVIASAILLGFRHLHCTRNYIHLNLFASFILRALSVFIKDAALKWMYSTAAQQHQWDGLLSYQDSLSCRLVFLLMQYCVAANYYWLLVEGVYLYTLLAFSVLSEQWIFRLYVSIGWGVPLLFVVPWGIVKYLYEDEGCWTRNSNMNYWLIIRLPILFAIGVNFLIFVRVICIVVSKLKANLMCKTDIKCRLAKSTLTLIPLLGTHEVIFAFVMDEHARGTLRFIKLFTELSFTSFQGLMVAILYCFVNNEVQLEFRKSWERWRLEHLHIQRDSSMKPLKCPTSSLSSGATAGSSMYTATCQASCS
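Readout was luciferase luminescence, measured 12 min after detection reagent at room temperature. Beforehand, GLP-1R reporter HEK293 cells had sat 12 h, then received compounds for 24 hr at 37 deg C.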
PTHR1 agonist: qHTS for PTHR1 Agonists: Primary Screen; Parathyroid hormone/parathyroid hormone-related peptide receptor (Homo sapiens), Q03431; HEK293 GP2 PTHR1 cells, GloSensor cAMP luminescence, 1 h; Potency, µM (doses to about 115 µM), without a hit: at the top dose activation, hits mostly activators; hit rate 0.075% among 410,000; note: potency is the fitted concentration of half-maximal effect; nearly all actives have a fitted effect of over 55% in size; some results filed as inactive show a strong effect at the top dose; inactives centre near -15; many of its hits are not listed in these tables
Target sequence (Q03431 whole entry, looked up): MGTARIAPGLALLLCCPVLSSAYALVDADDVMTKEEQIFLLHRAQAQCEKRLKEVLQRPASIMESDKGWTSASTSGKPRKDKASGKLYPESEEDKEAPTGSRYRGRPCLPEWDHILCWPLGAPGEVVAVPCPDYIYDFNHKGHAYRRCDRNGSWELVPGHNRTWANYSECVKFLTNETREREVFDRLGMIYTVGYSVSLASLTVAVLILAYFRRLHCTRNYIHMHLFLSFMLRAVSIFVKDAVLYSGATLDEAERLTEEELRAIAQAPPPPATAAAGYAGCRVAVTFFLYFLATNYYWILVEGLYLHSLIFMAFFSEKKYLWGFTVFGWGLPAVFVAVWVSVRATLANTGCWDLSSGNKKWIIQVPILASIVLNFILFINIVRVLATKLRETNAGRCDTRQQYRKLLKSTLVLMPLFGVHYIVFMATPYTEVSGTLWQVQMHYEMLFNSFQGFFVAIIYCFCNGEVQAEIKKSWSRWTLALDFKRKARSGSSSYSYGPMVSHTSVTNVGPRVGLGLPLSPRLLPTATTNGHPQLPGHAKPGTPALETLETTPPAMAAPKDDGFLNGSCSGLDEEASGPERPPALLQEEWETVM
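HEK-293-derived GP2 cells expressing PTHR1 and a GloSensor cAMP reporter, 3,000/well, plated overnight, given luciferin plus IBMX (each 0.5 mM as added) for 1 h at 37 °C, then compound for 1 h at 37 °C. Luminescence was read after 15 min at room temperature.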
TDP43 rescue: qHTS of TDP-43 Inhibitors; Potency, µM (doses to about 46.1 µM), without a hit: at the highest dose growth rescue (activation), actives largely listed as activators; hit rate 1.8% among 410,000; TDP-43 expressing yeast growth rescue, BacTiter-Glo, 24 h; note: potency is the fitted concentration of half-maximal effect; % of control where 0% means no effect; nearly all actives have a fitted effect of over 50% in size
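Cell-based yeast growth screen: TDP-43 expression induced in galactose, inoculum OD600=0.02 after raffinose pregrowth to mid-log. Read-out BacTiter-Glo luminescence at 24 hr, 30 deg C; inhibition of toxicity seen as signal increase.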
Akt phos inh: HTS Assay for Inhibitors of Akt Phophorylation: Primary Screen | Neuro2A IGF-stimulated pAkt S473 HTRF, 20 min; active compounds read low | activity change, % for hits at 50 µM | hit rate 0.32% among 360,000 | AID 651550, 2012; in the data active = activity change below about -80%; inconclusive = mostly about -51% to -80%; note: % is set by controls: 0 for no effect and ±100 for the full control effect
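Neuro2A cells in DMEM with 0.5% FBS, overnight at 37 deg C, given compound at single 50 µM final, then IGF (6 nM final) for 20 min at 37 deg C. Lysed; phospho-Akt Ser473 by HTRF after 24 h, 665/615 ratio.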
Numbers without * were called inactive; i = inactive; ? = inconclusive; . = no result given; [ ] = another dose, or the depositor's remark. Unless noted, calls come from the whole dose curve; as a rule, active = well fitted curve in the direction sought with a large enough effect; inconclusive = small, poorly fitted or top-dose-only effect, or another doubt; inactive = no such curve, though single readings can be large; an effect the other way counts as inactive or inconclusive.

Results follow in this order: FUS yeast rescue, GLP1R cytotox, aSyn rescue, Abeta yeast res, Mm-Cpn inhibitor, GLP1R inv ag, PTHR1 agonist, TDP43 rescue, Akt phos inh
COc1ccc(OC)c(S(=O)(=O)NCC2CCCO2)c1 (configuration not stated)
    9.0%, 8.4%, -0.8%, -1.0%, 1.6%, 17.8%, i, -6.0%, i
Cc1ccc(C)c(Cn2c(CCCNC(=O)C3CCCCC3)nc3ccccc32)c1
    -6.7%, 0.1%, ., -3.5%, ., 3.6%, -12.5%, 15.0%, .
S=C(Nc1ccccc1)N1CCOCCOCCN(C(=S)Nc2ccccc2)CCOCCOCC1
    ?, -26.9%, 0.4%, -4.7%, 1.5%, -34.5%, i, -0.1%, i
CC(C)(C)OC(=O)N1O[C@H]2CC1[C@@H]1[C@@H]2N=NN1CCc1ccncc1
    -17.2%, -1.7%, -5.9%, -3.7%, -2.2%, 3.8%, i, 12.5%, i
CC(C)C[C@H]1CN([C@@H](Cc2ccccc2)CN2CCC[C@H]2CN2C(=O)C(=O)NC[C@@H]2Cc2ccccc2)C(=O)C(=O)N1CCc1ccccc1
    9.8%, 3.1%, 5.6%, -12.2%, ., 26.2%, i, 19.6%, i
O=C(CCCc1nc2ccccc2s1)Nc1ccccc1
    7.3%, -4.9%, -0.3%, 4.1%, 4.1%, 2.8%, i, ., i
c1ccc2c3c([nH]c2c1)C(C1CCCCC1)N(Cc1ncc[nH]1)CC3 (configuration not stated)
    14.1%, -11.5%, -0.2%, 2.8%, 3.3%, ?, i, -8.2%[0.397 µM], i
NS(=O)(=O)c1ccc(NC(=O)CN2C(=O)c3ccccc3C2=O)cc1
    5.7%, 5.3%, 2.2%, 19.3%, -1.0%, 19.7%, -8.3%, -6.6%, i
N#Cc1nc(-c2ccco2)oc1N1CCCC1
    -2.2%, -5.0%, 3.3%, 2.1%, 0.0%, 29.3%, i, 9.4%, i
CCC(=O)N1CCN(c2ccc(NC(=O)c3ccco3)cc2Cl)CC1
    11.7%, 4.3%, -15.7%, -5.8%, 1.3%, -1.0%, -0.3%, 13.8%, i
COc1ccc(N2CC(C(=O)Nc3ccc(S(=O)(=O)Nc4nccs4)cc3)CC2=O)cc1 (configuration not stated)
    -8.6%, 3.7%, -3.2%, -13.1%, 5.5%, -10.8%, i, 14.0%, i
Cc1[nH][nH]c(=O)c1C(c1ccc(-c2cccc(Cl)c2)o1)c1c(C)[nH][nH]c1=O
    ?, -9.1%, 0.5%, 29.7%, -4.8%, -24.6%, -14.4%, -6.4%, i
C/C(Cl)=C\Cn1c(NCCc2ccccc2)nc2c1c(=O)n(C)c(=O)n2C
    11.5%, 5.1%, 1.5%, -5.8%, -1.5%, 45.4%[activator], -12.1%, -10.5%, i
CCn1cc([N+](=O)[O-])c(C(=O)Nc2ccn(Cc3ccccc3F)n2)n1
    16.7%, 0.2%, -4.1%, -7.3%, -0.3%, 7.4%, i, -11.4%, i
CC(C)(O)CCc1c(-c2ccc(O)cc2O)oc2c3c(cc(O)c2c1=O)OC(C)(C)C=C3
    ?, -10.1%, -1.6%, 2.0%, ., ?, i, 12.6µM*, i
COc1ccccc1CCC(=O)Nc1cccc(S(=O)(=O)N2CCCCCC2)c1
    9.4%, 4.6%, 1.4%, 18.3%, 3.2%, ?, -24.1%, 23.0%, i
COC(=O)c1cn(NC(=O)c2cccnc2)c(=O)c2ccccc12
    -11.4%, -9.8%, 6.4%, 4.4%, -1.7%, 0.8%, -6.2%, 0.9%, i
Cc1cccc(C(=O)Nc2cccc(C(=O)OCc3cc(=O)n4ccsc4n3)c2)c1
    -16.1%, -6.4%, ., 1.4%, ., -4.9%, i, 4.2%, .
C=CCOc1ccccc1CN1CCC(n2nccc2NC(=O)C2CCOC2)CC1 (configuration not stated)
    2.9%, -10.3%, -1.7%, 17.2%, -0.9%, -1.8%, i, 23.6%, i
O=C(NCCO)c1cccc(Nc2nc(-c3ccccc3)c3cc(Cl)ccc3n2)c1
    36.2%, 1.5%, 0.9%, 15.5%, -3.4%, -24.8%, i, -2.1%, i
CCCSc1ncc(Cl)c(C(=O)Nc2nc3ccc(OCC)cc3s2)n1
    1.6%, 0.9%, ., 3.0%, ., 15.3%, 7.3%, 11.7%, .
FC(F)(F)c1ccccc1Cc1c(-c2cccc(Br)c2)nc2c3ccccc3ccn12
    8.5%, 3.8%, 2.1%, 6.6%, ., ?, i, 14.1µM*, i
COc1ccc(NC(=S)N2CCN(c3ccccn3)CC2)cc1OC
    ., -14.8%, -1.7%, -10.8%, 0.5%, 13.1%, i, 23.9%, i
CCc1ccccc1NC(=O)CSc1nnc([C@H](CCSC)NC(=O)OC(C)(C)C)o1
    5.0%, 11.6%, 11.2%, 11.7%, 1.4%, 3.8%, -14.5%[57.5 µM], 15.5%, i
CCOC(=O)C1CCN(S(=O)(=O)c2ccc(OCC)cc2)CC1
    6.8%, -2.9%, -6.6%, 4.6%, 0.8%, -1.9%, -0.5%[57.5 µM], -10.2%, i
COc1cc(NC(=O)Cn2c(=O)n(Cc3ccccc3Cl)c(=O)c3cc(OC)c(OC)cc32)cc(OC)c1
    6.1%, -2.1%, ., -3.0%, ., -7.7%, -5.3%, 22.7%, .
CN1CCN(C(=O)c2cc3c(c(-c4cccc(Br)c4)n2)[C@H](CCO)N(S(=O)C(C)(C)C)C3)CC1 (some centres not stated)
    -0.4%, -2.6%, 3.1%, -10.0%, ., 19.4%, 25.3%, -1.4%, i
CCCCN(C(=O)c1ccc(S(=O)(=O)N(C)c2ccccc2)cc1)c1c(N)n(CCC)c(=O)[nH]c1=O
    6.0%, 15.2%, -3.1%, -19.8%, ., 0.2%, i, -0.3%, i
Cc1cccc(C)c1OCC(=O)Nc1ccccc1N1CCCCC1
    17.6%, 37.1%[activator], 5.3%, 29.8%, 1.2%, ?, -0.3%, 13.6%, i
CCCc1nnc(NC(=O)c2c(O)c3c([nH]c2=O)CCCC3)s1
    -9.4%, 4.0%, ., 8.9%, 0.0%, -7.7%, -14.8%, -10.5%, .

Next part; it opens with the 2 that closed the last part.
Results follow in this order: FUS yeast rescue, GLP1R cytotox, aSyn rescue, Abeta yeast res, Mm-Cpn inhibitor, GLP1R inv ag, PTHR1 agonist, TDP43 rescue, Akt phos inh
Cc1cccc(C)c1OCC(=O)Nc1ccccc1N1CCCCC1
    17.6%, 37.1%[activator], 5.3%, 29.8%, 1.2%, ?, -0.3%, 13.6%, i
CCCc1nnc(NC(=O)c2c(O)c3c([nH]c2=O)CCCC3)s1
    -9.4%, 4.0%, ., 8.9%, 0.0%, -7.7%, -14.8%, -10.5%, .
Cc1cc(C)n2cnnc2n1
    12.8%, -3.9%, -4.1%, -3.4%, -1.2%, 9.3%, -13.7%, -9.4%, i
Nc1c(C(=O)CCC(=O)O)oc2ccc(Cl)cc12
    -14.1%, -7.9%, 21.3%, -8.2%, 0.3%, 5.0%, -8.7%, -5.9%, i
Cc1cc(=O)[nH]c2ccc(S(=O)(=O)NC3CCCCC3)cc12
    17.5%, 9.5%, -4.1%, -4.4%, 1.1%, 79.9%[activator], i, 4.4%, i
COc1ccc(CNc2cccc3[nH]c(C(F)(F)F)nc23)cc1
    36.9%, -15.3%, -3.7%, -1.5%, -1.7%, ?, -31.9%, -9.9%, i
COC(=O)c1cccc(C(=O)N2CCCC(C(=O)c3cccc(OC(C)C)c3)C2)c1 (configuration not stated)
    3.5%, -0.5%, -7.6%, 0.1%, 0.5%, ?, -15.0%, 12.7%, i
COc1ccc(N2C(=O)/C(=C\c3ccco3)N=C2SCC(=O)N(C(C)C)C(C)C)cc1Cl
    ., 8.6%, 4.7%, -3.7%, -1.3%, 0.6%, i, -1.4%, i
COc1ccc(CCNC(=O)c2cc(C)nc3c2c(C)nn3-c2ccc(C)cc2)cc1OC
    31.3%, 3.8%, ., -1.1%, ., -29.4%, -14.8%, 0.0%[9.22 µM], .
CNC(=O)c1cc2c(s1)-c1ccccc1CC2
    1.5%, -9.2%, 2.2%, -6.3%, -7.5%, -9.2%, -16.3%, ?, i
COC(=O)c1cccc(Nc2nc(-c3ccncc3)nc3ccccc23)c1
    2.1%, -1.4%, -0.4%, -3.0%, -0.7%, 11.8%, i, 13.5%, i
C[C@@H]1CN([C@@H](C)CO)C(=O)c2cc(Br)cnc2O[C@H]1CN(C)C(=O)c1ccncc1
    1.8%, 0.2%, -0.4%, 12.2%, ., 17.7%, -13.8%, ?, i
O=C(c1ccc(S(=O)(=O)N2CCCC2)cc1)N1CCC(CN2C(=O)c3cccc4cccc(c34)C2=O)CC1
    9.2%, 5.5%, 0.2%, -1.8%, -1.5%, 21.4%, ?, -11.9%, i
COc1ccc2c(Cl)c(C(=O)NC3CCS(=O)(=O)C3)sc2c1 (configuration not stated)
    -4.7%, 3.7%, -4.2%, 17.2%, -0.1%, 6.5%, -11.2%[57.5 µM], 3.7%, i
CCCCCCCCNC(=O)CC(NS(=O)(=O)c1ccc(NC(C)=O)cc1)C(C)C (configuration not stated)
    30.3%, 5.7%, -0.3%, -6.1%, 1.3%, 6.6%, i, 0.0%, i

This is a subset. The share of hits here may be higher or lower than overall.
